uPA generation – blocks generation of uPA at the cell surface | 330,000 compounds, 0.31% hits | Potency, µM (titrated, usually from 38.3 µM), for inactives: at the top dose activity change, negative = inhibition, usual class: inhibitors | AID 540303 | cell surface uPA generation assay, qHTS; active = well fitted inhibition curve with a large enough effect; inconclusive = small, poorly fitted or top-dose-only effect; inactive = no such curve, though single readings can be large or run the other way; tested in mouse RAW 264.7 cells; also: potency is read from the fitted curve at half-maximal effect; % is scaled to controls: 0 for no effect and ±100 for the full control effect; nearly all actives have a fitted effect of over 55% in size
B2AR arrestin – recruits beta-arrestin to the human beta2-adrenergic receptor; P07550; beta-arrestin recruitment to beta2AR, cell-based reporter; Potency, µM (doses to about 46.1 µM), without a hit: top-dose activation, usual class: activators; 330,000 compounds, 0.02% hits; AID 492947;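 also: potency is read from the fitted curve at half-maximal effect; 0% = DMSO controls and full agonism = EC100 isoproterenol or metaproterenol; nearly all actives have a fitted effect of over 65% in size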
Target sequence (P07550 whole entry, looked up): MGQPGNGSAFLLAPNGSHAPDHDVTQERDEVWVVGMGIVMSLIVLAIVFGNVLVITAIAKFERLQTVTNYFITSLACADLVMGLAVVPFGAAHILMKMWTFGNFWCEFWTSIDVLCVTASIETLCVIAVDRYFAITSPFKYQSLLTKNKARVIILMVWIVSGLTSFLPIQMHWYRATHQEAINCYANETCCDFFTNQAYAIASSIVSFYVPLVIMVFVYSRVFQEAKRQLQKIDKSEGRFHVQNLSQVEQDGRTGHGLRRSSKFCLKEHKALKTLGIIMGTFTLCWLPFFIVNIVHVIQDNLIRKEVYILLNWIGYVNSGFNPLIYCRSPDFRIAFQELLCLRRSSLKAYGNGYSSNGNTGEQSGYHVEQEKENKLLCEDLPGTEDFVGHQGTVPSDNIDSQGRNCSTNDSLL
ELG1 genotox – genotoxicity induction in ELG1-luciferase HEK293T cells; HEK293T ELG1-luciferase reporter, luminescence, 16 h; Potency, µM (series often up to 46 µM), inactives show top-dose activity change, positive = activation, usual class: activators; 330,000 compounds, 1.3% hits; AID 504466; also: potency is read from the fitted curve at half-maximal effect; % of control where 0% means no effect; nearly all actives have a fitted effect of over 60% in size
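HEK293T cells expressing luciferase-tagged ELG1 were treated with compound or DMSO for 16 hr at 37°C. Luciferase activity was then read after 30 min with ONE-Glo at room temperature; rising signal flags genetic stress.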
USP2a inh – inhibitors of human ubiquitin-specific protease USP2a | O75604 | USP2 core, Ub-CHOP2 coupled fluorogenic reporter, 485/531 | Potency, µM (titrated, usually from 38.3 µM), without a hit: top-dose activity change, negative = inhibition, most hits filed as inhibitors | 330,000 compounds, 0.01% hits | AID 463254;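 also: potency is read from the fitted curve at half-maximal effect; plate controls were DMSO wells for no effect and full inhibition by NEM control for full effect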
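Deubiquitinase activity read as fluorescence (485/531 nm) after Ub-CHOP2 cleavage activates the enterokinase reporter on its substrate; USP2 core 10nM, Ub-CHOP2 and substrate 25nM each, 30min compound preincubation then 60min RT; data normalized to NEM, curves fitted.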
TRPV1 ag – human TRPV1 agonism; Q8NER1; TRPV1-expressing cells, Fluo-8 calcium influx, agonist mode; activation, % at 8.33 µM; 320,000 compounds, 0.19% hits; AID 540275; in the data active = activation above about 80%; inconclusive = between about 30% and that limit; also: 0% is about no effect
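TRPV1-expressing cells were cultured overnight at 35.5C and loaded with Fluo-8 calcium dye for 40 to 90 min at room temperature. After a 10 s baseline, compound was added and calcium influx was read kinetically for 3 min (ex 480/em 520 nm).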
Eya2 phos inh – Eya2 (human) phosphatase inhibition; 330,000 compounds, 0.006% hits; Potency, µM (doses to about 76.9 µM), inactives show at the top dose activity, negative = inhibition, most hits filed as inhibitors; AID 488837; O00167; recombinant Eya2, OMFP fluorescence dephosphorylation (OMFP is methylfluorescein phosphate); also: potency is read from the fitted curve at half-maximal effect; % is scaled to controls: 0 for no effect and ±100 for the full control effect
Target sequence (O00167 whole entry, looked up): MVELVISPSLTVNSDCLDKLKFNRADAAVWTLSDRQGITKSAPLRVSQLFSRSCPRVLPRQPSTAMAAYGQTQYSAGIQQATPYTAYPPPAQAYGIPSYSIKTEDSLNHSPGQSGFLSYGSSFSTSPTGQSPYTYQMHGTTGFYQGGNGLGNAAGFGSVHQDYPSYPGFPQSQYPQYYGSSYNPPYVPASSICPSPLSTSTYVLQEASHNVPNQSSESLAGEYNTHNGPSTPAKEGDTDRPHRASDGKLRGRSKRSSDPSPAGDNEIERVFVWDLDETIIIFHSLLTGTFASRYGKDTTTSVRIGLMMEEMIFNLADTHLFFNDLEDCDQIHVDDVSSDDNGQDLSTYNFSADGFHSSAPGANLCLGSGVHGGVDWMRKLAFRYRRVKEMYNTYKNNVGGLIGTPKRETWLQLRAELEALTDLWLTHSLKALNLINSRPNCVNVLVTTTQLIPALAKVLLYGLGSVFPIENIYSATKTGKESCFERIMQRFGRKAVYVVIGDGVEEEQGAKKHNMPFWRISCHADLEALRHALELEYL
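Eya2 (0.2 uM) preincubated 10 min at ambient with compound, then OMFP substrate added at 50 uM; 10 min reaction in 50 mM HEPES pH 7.5, 50 mM NaCl, 5 uM MgCl2, 0.05% BSA, 1 mM DTT. Fluorescence read at Ex 485/Em 525 nm.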
BRCA1 expr act – activators of BRCA1 expression. MCF7-BRCA1-FFLuc reporter, luminescence, 48 h; response scale: scaled: vehicle 0%, 10 µM genistein 100%. Potency, µM (highest dose often 46.1 µM), inactives show top-dose activation, hits mostly activators. 380,000 compounds, 1.1% hits. AID 624202; also: potency is read from the fitted curve at half-maximal effect; nearly all actives have a fitted effect of over 80% in size; some results filed as inactive show a strong effect at the top dose
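Activators of BRCA1 expression were detected as increased firefly luciferase luminescence in engineered MCF7 cells after 48 h compound incubation. Signals were scaled to genistein 10 microM as full activation.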
PTAP TSG101 blk – blocks PTAP/TSG101 interaction to inhibit HIV-1 budding; Potency, µM (doses to about 115 µM), without a hit: at the highest dose activity change, negative = inhibition, most hits filed as inhibitors; Fluorescence polarization, FITC-PTAP peptide / Tsg101 binding; 340,000 tested, under 10 active; active = well fitted inhibition curve with a large enough effect in the main read-out, with a control signal flat, not every such curve was filed as active; inconclusive = small, poorly fitted or top-dose-only effect, or effect the other way, or a change in a side signal; inactive = no such curve, though single readings can be large or run the other way; also: potency is read from the fitted curve at half-maximal effect; % of control where 0% means no effect
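Steps: Tsg101 binding domain dispensed (10 uM final), compounds pinned in DMSO, FITC-labeled PTAP-motif peptide added (50 nM final); after 20 min binding at room temperature, polarization measured.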
a7 integrin act – integrin-mediated muscular dystrophy alleviation activation; alpha7betagal myoblasts, beta-gal FDG fluorescence, 48 h; Potency, µM (series often up to 38.3 µM), without a hit: top-dose activation, actives largely listed as activators; 350,000 compounds, 0.064% hits; AID 624291;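 also: potency is read from the fitted curve at half-maximal effect; 100% = response of the positive control SU9516; nearly all actives have a fitted effect of over 60% in size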
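alpha7betagal+/- myoblasts (passage 13, 250/well) treated 48 h at 37C with compounds at 1:260 dilution of DMSO stock. Lysed, then beta-galactosidase activity read as FDG fluorescence (ex 480/em 540) after 30 min, with pre-read for autofluorescence.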
p53 reactivator – restores transcriptional activity of mutant p53. Potency, µM (series often up to 92.2 µM), inactives show at the highest dose activity change, positive = activation, actives largely listed as activators. 320,000 compounds, 0.063% hits. H1299 p53-A138V BP100-luciferase reporter, luminescence, 24 h; also: potency is read from the fitted curve at half-maximal effect; % of control where 0% means no effect; nearly all actives have a fitted effect of over 45% in size
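p53-null H1299 cells stably carrying temperature-sensitive p53-A138V and a BP100-luciferase reporter were pinned with compounds (4-point, 1:5 series) and held 24 hrs at 37 deg C. Luminescence was read 10 min after detection reagent.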
ASM inhibitor – blocks human secretory acid sphingomyelinase | 340,000 compounds, 0.006% hits | AID 504937 | Potency, µM (doses to about 57.5 µM), inactives show at the top dose activity change, negative = inhibition, actives largely listed as inhibitors | placental ASM, HMU-PC fluorogenic substrate, 60 min | P17405; also: potency is read from the fitted curve at half-maximal effect
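Fluorescence read-out (Ex 386 nm, Em 447 nm) after stopping the reaction at pH 10. Enzyme: ASM from human placenta; substrate HMU-PC0, 9 uM final; 60 min, 37 °C. Compound preincubation 10 min, ambient temperature.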
The depositor's hits bear a star; u = inconclusive; x = no result given; [ ] = dose if it differs, or a comment. Unless noted, calls follow the shape of the dose curve; as a rule, active = well fitted curve in the direction sought with a large enough effect; inconclusive = small, poorly fitted or top-dose-only effect, or another doubt; inactive = no such curve, though single readings can be large; an effect the other way counts as inactive or inconclusive.

SMILES	uPA generation	B2AR arrestin	ELG1 genotox	USP2a inh	TRPV1 ag	Eya2 phos inh	BRCA1 expr act	PTAP TSG101 blk	a7 integrin act	p53 reactivator	ASM inhibitor
COc1ccc([C@@H]2[C@@H]3C(=O)N(C(C)(C)C)C(=O)[C@@H]3[C@]3(Cc4ccccc4)C(=O)N(c4ccccc4)C(=O)N23)cc1	6%	0.2%	0%	-2%	5	-37%	0%	-5%	17%	9%	1%
O=C1Cc2cc(S(=O)(=O)Nc3cccc([N+](=O)[O-])c3)cc3c2N1CCC3	-3%	-0.1%	-1%	-16%	4	2%	3%	-3%	12%	2%	-1%
CCOC(=O)C1CCN(C(=O)CCS(=O)(=O)c2ccc3c(c2)CCN3C(C)=O)CC1	1%	-0.8%	-2%	2%	-2	25%	18%	-5%	-7%	-2%	2%
Cc1ccc(-c2nn3c(C)nnc3s2)cc1NCc1c(F)cccc1Cl	-3%	-0.4%	17%	-2%	u	9%	-89%	-9%	-35%	5%	28%
CC(C)(C)n1nnnc1C(c1cccnc1)N(Cc1ccccc1)Cc1ccco1 (centres undefined)	7%	0.4%	-4%	0%	23	20%	-20%	-10%	2%	6%	5%
O=C(NNc1ccccc1[N+](=O)[O-])Nc1ccc(Cl)c(Cl)c1	7%	-0.5%	-12%	-1%	1	-11%	-74%	-4%	-7%	u	-14%
COc1ccccc1NS(=O)(=O)c1ccc(N/N=C/c2c(C)nn(-c3ccccc3)c2N2CCCC2)c([N+](=O)[O-])c1	-8%	-0.9%	1%	-1%	-6	-1%	-12%	-2%	6%	-11%	-6%
O=C(CN1C(=O)NC2(CCCCCC2)C1=O)Nc1ccc(S(=O)(=O)N2CCOCC2)cc1	2%	0.5%	1%	0%	2	20%	-11%	1%	3%	-1%	-1%
Cn1c(=O)c2c(nc(N3CCOCC3)n2Cc2c(F)cccc2Cl)n(C)c1=O	-9%	-0.1%	0%	-1%	-2	2%	1%	-5%	-15%	7%	4%
CC(=O)c1ccc(S(=O)(=O)N2CCN(C(=O)c3cccc(S(=O)(=O)N4CC(C)OC(C)C4)c3)CC2)cc1 (centres undefined)	-1%	x	x	x	x	x	5%	-2%	-4%	x	2%
O=C(Nc1ccccc1F)C(c1ccccc1)c1ccccc1	7%	x	x	x	x	x	-13%	-1%	-8%	x	1%
O=C(O)CC1CCC(=C(Cl)Cl)C1 (centres undefined)	u	-0.6%	3%	1%	1	41%	4%	-4%	-54%[inhibitor]	-5%	-2%
Cc1ccc(NC(=S)N2CCC(N(C)CC3CCCO3)CC2)c(C)c1 (centres undefined)	x	-0.2%	0%	3%	-4	17%	16%	-6%	-18%	-3%	3%
FCCCOc1ccc(-c2nccc(-c3ccc(F)cc3)n2)cc1	3%	-0.7%	1%	-6%	4	-9%	49%	-1%	13%	16%	-4%
COc1ccccc1C(=O)ON=C1c2ccccc2-c2ccccc21	0%	0.7%	-8%	0%	-12	-4%	68%	0%	25%	7%	-1%
CO/N=C/NC(=O)c1cn(-c2ccc(F)cc2)c(=O)c2ccccc12	x	-1.0%	-1%	4%	4	-8%	0%	-2%	8%	2%	-2%
CCC(=O)Nc1cccc(C(=O)/C=C/c2cc(Br)ccc2OC)c1	-12%	0.1%	-13%	1%	2	-4%	-97%[inhibitor]	-6%	-60%[inhibitor]	-19%	-8%
Cc1cccc(S(=O)(=O)c2c(N)n(/N=C/c3ccccc3)c3nc4ccccc4nc23)c1	1%	-0.1%	1%	-1%	5	-2%	4%	0%	19%	-2%	145%[activator]
COc1cccc(CCC(=O)N2CCC(n3nccc3NC(=O)CC(C)C)CC2)c1	-7%	0.3%	0%	-9%	-2	-7%	30%	-3%	u	u	2%
O=C(Nc1ccccc1C(=O)O)c1cccc(NC(=O)c2ccccc2Cl)c1	-7%	-0.5%	-2%	0%	-1	7%	7%	-5%	0%	x	9%
O=C(CCc1c[nH]c2ccccc12)NCc1cccc(Cl)c1	-4%	-0.7%	6%	0%	17	-2%	-2%	-3%	-15%	1%	-5%
CCCCn1cc(S(=O)(=O)c2ccccc2)c(=O)c2cc(C)ccc21	-6%	0.1%	-2%	2%	u	-12%	-3%	-4%	-23%	-12%	1%
COc1ccc(C(c2nnnn2C2CCCC2)N2CCN(C3CCCC3)CC2)cc1OC (centres undefined)	-5%	-0.1%	1%	1%	0	14%	-16%	-1%	-24%	8%	6%
COc1ccc(C(CC(=O)c2ccc(C)cc2)Nc2ccc([N+](=O)[O-])cc2)cc1 (centres undefined)	2%	-0.6%	0%	-1%	3	3%	30%	-2%	6%	u	-16%
O=C(COc1ccc(F)cc1)NCC1CCCO1 (centres undefined)	-2%	-0.5%	-2%	-1%	3	8%	5%	-1%	18%	13%	3%

Overlap with the part before: 2 entries, then new ones.
SMILES	uPA generation	B2AR arrestin	ELG1 genotox	USP2a inh	TRPV1 ag	Eya2 phos inh	BRCA1 expr act	PTAP TSG101 blk	a7 integrin act	p53 reactivator	ASM inhibitor
COc1ccc(C(CC(=O)c2ccc(C)cc2)Nc2ccc([N+](=O)[O-])cc2)cc1 (centres undefined)	2%	-0.6%	0%	-1%	3	3%	30%	-2%	6%	u	-16%
O=C(COc1ccc(F)cc1)NCC1CCCO1 (centres undefined)	-2%	-0.5%	-2%	-1%	3	8%	5%	-1%	18%	13%	3%
CC(=O)c1cc2c(cc1NC(=O)Cn1nc(-c3ccc(C)cc3)ccc1=O)OCO2	-5%	-0.2%	-3%	-1%	10	11%	-76%	-2%	0%	33%	4%
Cc1ccc(N2CC(C(=O)Nc3nc4ccc(S(C)(=O)=O)cc4s3)CC2=O)cc1 (centres undefined)	-3%	0.5%	-15%	-8%	2	18%	5%	1%	-12%	-19%	u
CCOCCCNC(=O)c1cc2c(=O)n3cccc(C)c3nc2s1	14%	-0.1%	-1%	2%	0	8%	-48%	-6%	31%	-2%	x
CC(=O)O[C@]1(C(C)=O)CC[C@H]2[C@@H]3C=C(C)C4=CC(=O)CC[C@@H]4[C@H]3CC[C@@]21C	4%	-0.3%	-8%	1%	12	-6%	-14%	-3%	x	2%	5%
Cc1ccc(NC(=O)CCCC2CCCCC2)c(O)c1	-1%	0.1%	u	2%	u	-13%	13µM*	0%	u	28%	-1%
C/C(=N/NC(=O)c1ccc(Br)s1)c1cccnc1	-12%	-0.7%	11%	0%	15	0%	u	-5%	11%	12%	-1%
CCOC(=O)C1(Cc2ccccc2Cl)CCN(Cc2csc(C(C)=O)c2)CC1	0%	0.4%	-7%	0%	7	1%	-3%	0%	32%	0%	2%
c1coc(-c2nc3c([nH]2)CCc2nonc2-3)c1	-1%	0.0%	7%	2%	3	-35%	26%	-6%	21%	19%	0%
Cc1nc(N)nc(N/N=C/c2c(F)cccc2Cl)n1	-5%	0.2%	8%	6%	-2	-1%	0%	0%	8%	4%	3%
O=c1oc2ccccc2cc1-c1csc(NN=C2CCCC2)n1	7%	-2.1%	4%	1%	25	1%	u	-2%	22%	u	7%
CCNc1ccc(C(=O)OCC)cc1NC(=O)c1cccc(S(=O)(=O)N(C)c2ccccc2)c1	-2%	0.3%	-1%	-9%	-1	15%	-47%	-2%	-34%	28%	-7%

An excerpt taken from the entries so far, as a working copy:
SMILES	uPA generation	B2AR arrestin	ELG1 genotox	USP2a inh	TRPV1 ag	Eya2 phos inh	BRCA1 expr act	PTAP TSG101 blk	a7 integrin act	p53 reactivator	ASM inhibitor
COc1ccc([C@@H]2[C@@H]3C(=O)N(C(C)(C)C)C(=O)[C@@H]3[C@]3(Cc4ccccc4)C(=O)N(c4ccccc4)C(=O)N23)cc1	6%	0.2%	0%	-2%	5	-37%	0%	-5%	17%	9%	1%
O=C1Cc2cc(S(=O)(=O)Nc3cccc([N+](=O)[O-])c3)cc3c2N1CCC3	-3%	-0.1%	-1%	-16%	4	2%	3%	-3%	12%	2%	-1%
CCOC(=O)C1CCN(C(=O)CCS(=O)(=O)c2ccc3c(c2)CCN3C(C)=O)CC1	1%	-0.8%	-2%	2%	-2	25%	18%	-5%	-7%	-2%	2%
